High-throughput results deposited in PubChem by NCI.
NCI-60 one-dose screen, 48 h, at 10 µM unless noted. Numbers give growth in % (100 = growth as untreated, 0 = no growth, -100 = all killed).
SK-MEL-5 = SK-MEL-5 melanoma; hit rate 6.4% among 80,000; AID 1794755
HS 578T = HS 578T breast cancer. AID 1794788. hit rate 4.1% among 78,000
SK-MEL-28 = SK-MEL-28 melanoma; hit rate 4.1% among 81,000; AID 1794761
MDA-MB-435 = MDA-MB-435 melanoma; hit rate 7.8% among 82,000; AID 1794794
SK-MEL-2 = SK-MEL-2 melanoma; hit rate 4.7% among 77,000
T-47D = T-47D breast cancer; hit rate 5% among 79,000
LOX IMVI = LOX IMVI melanoma | hit rate 7.4% among 79,000 | AID 1794757
BT-549 = BT-549 breast cancer | hit rate 4.4% among 78,000
The depositor's hits bear a star; x = not tested or not shown; & = joins results of further samples. The calls were made as follows: active = growth percent below 10; inactive = the rest.

Each structure is followed by: SK-MEL-5, HS 578T, SK-MEL-28, MDA-MB-435, SK-MEL-2, T-47D, LOX IMVI, BT-549
> COc1cc(-c2nc3occn3c2-c2ccnc(NCCCNS(=O)(=O)c3ccc(O)cc3)n2)ccc1F
 : 63, 93, 28, 48, 28, 85, 56, 116
> O=S(=O)(NCC[C@@H]1C[C@H]1c1ccc2ccccc2c1)C(F)(F)F
 : 95, 107, 92, 99, 100, x, 102, 92
> Cc1ccc2c(n1)C(=O)C(Cl)=C(Nc1ccccc1C(=O)OC(C)(C)C)C2=O
 : 45, 84, 35, 85, 94, -25*, -72*, 39
> O=C(CCc1nnc2sc(Cc3ccccc3Cl)nn12)c1nc2ncccc2[nH]1
 : x, 89, 96, 102, 98, 91, 88, x
> ON(Cc1ccccc1)Cc1ccccc1
 : 93, 108, 107, 102, 110, 94, 97, 97
> CCOC(=O)/C(Cc1ccnc2ccccc12)=N/O
 : 87, 105, 108, 100, 100, 93, 89, 96
> O=C1[C@H]2Cc3c([nH]c4ccccc34)[C@@H](c3ccc(Cl)cc3)N2C(=O)CN1C1CCN(Cc2ccccc2)CC1
 : 56, 68, 68, 44, 85, 56, 17, 84
> CCN(CC)CC(C)OC(=O)Nc1ccccc1Cl (centres undefined)
 : 108, 121, 121, 103, 107, 110, 98, 107
> CC(=O)OCc1nc(C#N)c(N(C)C)o1
 : 105, 99, 109, 100, 89, 84, 99, 91
> CC(C)CN(CC(C)C)C(=O)c1ccc([N+](=O)[O-])cc1
 : 92, 95, 112, 101, 90, 96, 99, x

(list continues)
Each structure is followed by: SK-MEL-5, HS 578T, SK-MEL-28, MDA-MB-435, SK-MEL-2, T-47D, LOX IMVI, BT-549
> Cc1ccc(NC(=O)/C=C/c2ccccc2)c(C(N)=O)c1
 : 6.0*, -3.5*, 33, -45*, 67, 28, 51, 94
> CCCCCCOC(=O)CCC1CCCCC1
 : 99, 109, 107, 105, 109, 104, 102, 101
> CN(Cc1ccccc1)S(=O)(=O)/N=C1\NC(=O)NC1=C(Cl)Cl
 : 96, 97, 11, 80, 88, 57, -84*, 95
> c1ccc2c(c1)Nc1nc3ccccc3nc1N2
 : 117, 118, 119, 90, 110, x, 102, 138
> CCOC(=O)N1Cc2cc3ccccc3nc2C1
 : 101, 104, 117, 109, 100, 94, 100, 101
> Cc1cccc[n+]1C1c2ccccc2-c2ccccc21
 : 95, 101, 102, 102, 90, 61, 98, 87
> CC(=O)OC(C(=O)Nc1ncccn1)c1ccccc1 (centres undefined)
 : 97, 99, 107, 104, 116, 93, 85, 99
> Cc1oc2ccccc2[n+]1CC(=O)c1ccccc1
 : 89, 100, 107, 93, 102, 91, 69, 70
> NC(=O)c1c(Cl)cccc1Cl
 : 106, 108, 105, 103, 95, 99, 98, 98
> COc1ccc(-c2nc(Cl)c3c(C)nn(-c4ccc(F)cc4)c3n2)cc1
 : 100, 103, 110, 112, 92, 102, 101, 123

Following part.
Each structure is followed by: SK-MEL-5, HS 578T, SK-MEL-28, MDA-MB-435, SK-MEL-2, T-47D, LOX IMVI, BT-549
> CN(C)CCCNc1nc2ccccc2c2c(=O)c3cc(F)ccc3sc12
 : 73, 47, -42*, -80*, 87, 43, -95*, 100
> Nc1cc(C(F)(F)F)ccc1Br
 : 107, 140, 103, 112, 112, 101, 106, 110
> CCCCCC(=O)OC1[C@@H](OC(=O)CCCCC)[C@@H](CNC(=O)NC)O[C@H]1n1cnc2c(NC(=O)Nc3ccccc3)ncnc21 (some centres undefined)
 : 91, 88, 104, 95, x, 89, 97, 110
> CC[C@H](C(=O)N1CCNC2=C(C(=O)N(C)C2(C)C)C1c1ccc(Cl)c(Cl)c1)c1ccccc1 (some centres undefined)
 : 95, 107, 102, 99, 109, x, 95, 100
> CC(=O)Nc1ccccc1N
 : 107, 136, 118, 116, 110, 111, 100, 122
> O=C(CCc1nc2c(=O)[nH]c(=S)[nH]c2[nH]c1=O)NCc1ccc(C(=O)O)cc1
 : 100, 102, 104, 103, 105, 95, 94, 100
> NS(=O)(=O)c1cn(-c2ccc([N+](=O)[O-])cc2[N+](=O)[O-])ccc1=O
 : 103, 120, 130, 97, 95, 91, 95, 42
> Cc1cc(C)c(C(=O)Cc2ccccc2)c(C)c1
 : 93, 78, 113, 106, 97, 93, 104, x
> O=Cc1cc([N+](=O)[O-])ccc1Cl
 : 88, 98, 107, 85, 95, 91, 54, 103
> COc1ccc2nc(-c3nnc(-c4ccccc4)o3)c(Cl)nc2c1
 : 100, 100, 113, 102, 116, 98, 99, 132

The list continues:
Each structure is followed by: SK-MEL-5, HS 578T, SK-MEL-28, MDA-MB-435, SK-MEL-2, T-47D, LOX IMVI, BT-549
> O=C(c1ccccn1)C(O)c1ccccn1 (centres undefined)
 : 106, 94, 110, 107, 99, 86, 94, 113
> O=C1Nc2ccccc2/C1=C/c1nc2ccccc2c(=O)[nH]1
 : 94, 93, 109, 104, 103, 71, 82, 95
> O=S(=O)(NCCNc1nccc(-c2c(-c3cccc(F)c3)nc3sccn23)n1)c1ccc(F)cc1
 : 35, 68, 81, 31, 67, 40, 43, 79
> Nc1cccc2cccc(S(=O)(=O)O)c12
 : 106, x, 101, 102, 105, 97, 89, x
> Fc1nc(F)c2sccc2n1
 : 100, 96, 104, 106, 109, 90, 101, 99
> O=C(O)c1c[nH]n2c(=S)ncnc12
 : x, 112, 102, 109, 116, 101, 100, 123
> Cc1nc2sc(C(=O)Nc3cccc4cnccc34)c(N)c2cc1C(C)O (centres undefined)
 : 101, 97, 111, 93, 120, 105, 111, 101
> COc1ccc2c(c1)C=CC(C#N)N2C(=O)c1ccccc1 (centres undefined)
 : -6.3*, 15, 59, -52*, 67, 70, 20, 0.3*
> CN1CCN(c2ccc(C(=O)Nc3cccc(C#Cc4cccc5[nH]nc(N)c45)c3)cc2C(F)(F)F)CC1
 : -28*, -26*, -66*, -89*, 28, -48*, -94*, 71
> CC(=O)c1nn(-c2ccc(C)cc2)cc1C(=O)c1cc2c(ccc3ccccc32)oc1=O
 : 96, 97, 97, 99, 100, 75, 90, 85

Going on with the list:
molecule | SK-MEL-5 | HS 578T | SK-MEL-28 | MDA-MB-435 | SK-MEL-2 | T-47D | LOX IMVI | BT-549
Nc1nc2ccccc2c2c1S(=O)(=O)c1ccc(Cl)cc1C2=O | 29 | 6.9* | 35 | 20 | 42 | -0.2* | 8.3* | 24
O=C(O)c1ccc(Cl)c([N+](=O)[O-])c1 | 101 | 113 | 121 | 104 | x | 103 | 107 | x
Cc1cc(C)n(C(=O)c2nn(-c3ccc(Cl)cc3)cc2O)n1 | 79 | 7.1* | 72 | 32 | 88 | 46 | 41 | x
Fc1ccc(C2Cn3nccc3N2)cc1 (centres undefined) | 101 | 102 | 105 | 97 | 107 | x | 109 | 92
CCOC(=O)C(C(=O)OCC)c1cc(NC(=O)c2ccccc2)ccc1NC(=O)c1ccccc1 | 100 | 104 | 98 | 99 | 113 | 95 | 92 | x
O=C(COc1ccc(/C=C2\C(=O)Nc3ccc(Cl)cc32)cc1)Nc1ccc(Cl)cc1 | 78 | 78 | 79 | 56 | 89 | 69 | 1.2* | 70
CCOc1cccc(N)c1 | x | 121 | 114 | 103 | 107 | x | 111 | 109
CC(=O)/C(=C/n1c(=S)sc2ccccc21)C(=O)Nc1ccccc1 | 92 | 92 | 115 | 105 | 95 | 98 | 97 | 102
COc1ccc(C(=O)CSc2nc(-c3cccc([N+](=O)[O-])c3)c(C#N)c(=O)[nH]2)cc1 | 104 | 100 | 104 | 101 | 116 | 100 | 98 | 101
c1ccc2c(c1)[nH]c1ccccc12 | 102 | 105 | 108 | 116 | 102 | 108 | 95 | 90

Next part:
molecule | SK-MEL-5 | HS 578T | SK-MEL-28 | MDA-MB-435 | SK-MEL-2 | T-47D | LOX IMVI | BT-549
O=C1Nc2cc(-c3cccc([N+](=O)[O-])c3)ccc2/C1=C/c1ccc[nH]1 | 70 | 102 | 106 | 98 | 88 | -11* | 90 | 23
O=c1c2cc(F)ccc2sc2c(-n3ccnc3)nc3ccccc3c12 | 96 | 86 | 116 | 103 | 108 | 92 | 90 | 87
CC(C)(C)OC(=O)Nc1ccc(-c2ccc3nnnn3c2)cc1 | 82 | 107 | 114 | 110 | 109 | 79 | 107 | 99
C=C1CC[C@@H]2[C@]3(C)COC(c4cccs4)O[C@@H]3CC[C@@]2(C)[C@@H]1CC(O)C1=CCOC1=O (some centres undefined) | 102 | 102 | 108 | 97 | 106 | 101 | 90 | 103
COc1cc(C(=O)NNC(=O)CSc2nnc(-c3ccc(Cl)cc3)o2)cc(OC)c1OC | 104 | 88 | 90 | 102 | 110 | x | 99 | 101
Nc1cc(S(=O)(=O)O)c2cccc(S(=O)(=O)O)c2c1 | 97&100 | 100 | 132&112 | 101&110 | 103&117 | 93&102 | 91&97 | 108
CC1(C)CC[C@]2(CO)CC[C@]3(C)C(=CC[C@@H]4[C@@]5(C)C[C@H](O)CC(C)(C)[C@@H]5CC[C@]43C)[C@@H]2C1 | 94 | 108 | 108 | 100 | 106 | 83 | 113 | 117
O=C1C(=O)c2c(nc3ccc(Cl)cn23)-c2ccccc21 | -100* | -34* | -100* | -89* | -90* | -56* | -100* | -99*
COc1cc(C2CC(c3ccc(Nc4ccnc5cc(Cl)ccc45)cc3)=NN2c2ccccc2)cc(OC)c1OC (centres undefined) | 50 | 72 | 79 | 6.4* | x | 68 | 59 | 82
COc1ccc(/C=C/C(=O)c2c(C)nc3ccccc3c2/C=C/c2ccccc2)cc1O | 59 | 38 | 75 | 1.8* | 67 | 40 | 33 | x

New compounds follow:
molecule | SK-MEL-5 | HS 578T | SK-MEL-28 | MDA-MB-435 | SK-MEL-2 | T-47D | LOX IMVI | BT-549
CCOC(=O)C(C(=O)c1ccccc1)C(c1ccccc1)c1nccc2ccccc12 (centres undefined) | 89 | 88 | 95 | 79 | 82 | 72 | 74 | 96
COC(=O)CCc1ccc(N(CCO)S(=O)(=O)c2ccc(C)cc2)cc1 | 100 | 95 | 115 | 105 | 102 | 91 | 99 | 102
CCOC(=O)c1ccc(NC(=O)NC2=NCCS2)cc1 | 76 | 43 | 87 | 48 | 77 | 36 | 92 | 24
C=CCn1cc(-c2nc3ccccc3s2)c2cc(-c3ccc4c5c(cccc35)C(=O)N(CCN)C4=O)ccc21 | 101 | 96 | 105 | 107 | 103 | 104 | 99 | 100
COc1ccc2c(c1)nc(N)c1c3cccnc3cn21 | -38* | 43 | 63 | -14* | 53 | 63 | 35 | 44
Cc1ccccc1OCc1ccccc1Br | 107 | 104 | 104 | 104 | 120 | 109 | 106 | x
O=C1c2cccc(NCCN=Cc3cc([N+](=O)[O-])ccc3O)c2C(=O)c2c(NCCN=Cc3cc([N+](=O)[O-])ccc3O)cccc21 | 92 | 54 | 102 | 99 | 96 | 76 | 59 | 107
O=c1cc(-c2ccccc2)c2ccc(O)cc2o1 | 103 | x | 114 | 102 | 111 | 98 | 92 | 88
C[C@@H](C[C@H](CC1CC1)c1ccccc1)c1ccc2ccccc2c1 | 100 | 108 | 107 | 102 | 109 | x | 98 | 106
CCCCc1oc2ccc([N+](=O)[O-])cc2c1C(=O)c1ccc(C#CC2CC2)cc1 | 100 | 97 | 101 | 86 | 95 | 77 | 89 | 103

Ordered by number of heavy atoms (largest number first): some entries from above.
molecule | SK-MEL-5 | HS 578T | SK-MEL-28 | MDA-MB-435 | SK-MEL-2 | T-47D | LOX IMVI | BT-549
O=C1c2cccc(NCCN=Cc3cc([N+](=O)[O-])ccc3O)c2C(=O)c2c(NCCN=Cc3cc([N+](=O)[O-])ccc3O)cccc21 | 92 | 54 | 102 | 99 | 96 | 76 | 59 | 107
O=C(COc1ccc(/C=C2\C(=O)Nc3ccc(Cl)cc32)cc1)Nc1ccc(Cl)cc1 | 78 | 78 | 79 | 56 | 89 | 69 | 1.2* | 70
O=S(=O)(NCC[C@@H]1C[C@H]1c1ccc2ccccc2c1)C(F)(F)F | 95 | 107 | 92 | 99 | 100 | x | 102 | 92
Nc1cc(C(F)(F)F)ccc1Br | 107 | 140 | 103 | 112 | 112 | 101 | 106 | 110

(next part)
molecule | SK-MEL-5 | HS 578T | SK-MEL-28 | MDA-MB-435 | SK-MEL-2 | T-47D | LOX IMVI | BT-549
O=C(CSc1nc2sc3c(c2c(=O)n1Cc1ccccc1)CCCC3)Nc1ccc(Cl)cc1 | 95 | 102 | 100 | 93 | 93 | 70 | 95 | 96
ClC1=C(Cl)C(Cl)=C(Cl)C1 | 107 | 118 | 114 | 106 | 132 | 129 | 100 | 119
CC(C)CCC(=O)[C@@H](C)[C@H]1[C@@H](OC2OCC(O)C(O)C2NS(C)(=O)=O)C[C@H]2[C@@H]3CC=C4C[C@@H](O)CC[C@]4(C)[C@H]3CC[C@]12C (some centres undefined) | 7.3* | -4.1* | -36* | 1.9* | -37* | 44 | 22 | 22
COC(=O)[C@]1(CCSC)N[C@H](c2cn(-c3ccccc3)nc2-c2ccccc2)[C@@H]2C(=O)N(c3ccccc3)C(=O)[C@@H]21 | 106 | 101 | 95 | 103 | 90 | 100 | 93 | 91
CCOC(=O)CC1CSC(N/N=C/c2ccc([N+](=O)[O-])cc2)=N1 (centres undefined) | 97 | 92 | 113 | 109 | 106 | 96 | 99 | 108
N=C1C(c2nc(-c3ccc(Br)cc3)cs2)=C(O)CN1Cc1cccnc1 | 80 | 23 | 48 | 53 | 111 | 46 | 85 | 40
